# Screens (PubChem)
# TSHR antag = human thyrotropin receptor antagonism | P16473 | TSHR-expressing cells, TSH-stimulated cAMP HTRF, 2 h; stronger effect = lower value | activity change, negative = inhibition, % at 11.5 µM | actives 0.2% (n = 330,000);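 active = activity change below a set negative limit, meaning inhibition stronger than a set level, cut at about -70% in these data; inconclusive = activity change between two set negative limits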; note: % is set by controls: 0 for no effect and ±100 for the full control effect
#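 Competitive HTRF cAMP read-out (cryptate anti-cAMP antibody, cAMP-d2; 30 min, room temperature) in freshly harvested TSHR cells. Compounds added before TSH at EC80 (4nM final), followed by 2 hours' incubation at 37 deg C.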
# Mito fusion act = mitochondrial division inhibition or fusion activation | S. cerevisiae fusion-defective mutant growth rescue, CellTiterGlo 48 h | Potency, µM (highest dose often 46.1 µM), for the others: at the highest dose growth rescue (activation), hits mostly activators | actives 0.23% (n = 320,000) | AID 485298;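 note: potency is the fitted concentration of half-maximal effect; % of control where 0% means no effect; nearly all actives have a fitted effect of over 45% in size; temperature-sensitive fusion mutants such as fzo1-1 at 37 °C on non-fermentable ethanol glycerol medium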
#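 Luminescent cell viability in 1536-well qHTS format served as the measure of rescued growth in ts fusion-mutant S. cerevisiae cultured on non-fermentable YPEG for 48 hours at 37C.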
# Menin-MLL TR inh = menin-MLL binding inhibition, Texas Red mutant peptide; O00255; actives 0.23% (n = 270,000); Potency, µM (titrated, usually from 61.6 µM), for inactives: top-dose FP activity change, negative = inhibition, actives largely listed as inhibitors; Menin + Texas Red MLL mutant peptide, fluorescence polarization; active = well fitted inhibition curve with a large enough effect in the polarisation, with a control signal flat, not every such curve was filed as active; inconclusive = small, poorly fitted or top-dose-only effect, or effect the other way, or a change in a side signal; inactive = no such curve, though single readings can be large or run the other way; the % refers to the polarisation; note: potency is the fitted concentration of half-maximal effect; % of control where 0% means no effect; many of its hits are not listed in these tables
# BCR signal inh = chronic active BCR signaling inhibition. ABC-DLBCL IkBa-CBG/CBR reporter, luminescence ratio, 4 h. Potency, µM (series often up to 46.1 µM), without a hit: top-dose ratio change, negative = lower green/red ratio, most hits filed as inhibitors. actives 0.05% (n = 340,000). AID 493014; active = well fitted inhibition curve with a large enough effect in the signal ratio, with a control signal flat, not every such curve was filed as active; inconclusive = small, poorly fitted or top-dose-only effect, or effect the other way, or a change in a side signal; the % refers to the signal ratio;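 note: potency is the fitted concentration of half-maximal effect; plate controls were basal doxycycline-induced cells for no effect and cells given 10 µM MG132 for full effect; MG132 reads +100%, hits lower the ratio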
#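 Compounds up to 46 uM were incubated four hours with TMD8 cells whose green CBG68 luciferase is fused to IkappaBalpha; red CBR luminescence normalised the signal, and concentration-effect curves were fitted to fusion, red and ratio data.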
# hERG WT inh = blocks the wildtype human KCNH2 potassium channel; Q12809; U2OS, BacMam KCNH2, thallium flux FluxOr; stronger effect = lower value; activity change, % at 1.84 µM; actives 0.37% (n = 340,000); AID 720551;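 active = maximum activity change below -70%; inconclusive = maximum activity change between -70% and -50%; inactive = maximum activity change above -50%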; note: % is set by controls: 0 for no effect and ±100 for the full control effect
# Target sequence (Q12809 whole entry, looked up): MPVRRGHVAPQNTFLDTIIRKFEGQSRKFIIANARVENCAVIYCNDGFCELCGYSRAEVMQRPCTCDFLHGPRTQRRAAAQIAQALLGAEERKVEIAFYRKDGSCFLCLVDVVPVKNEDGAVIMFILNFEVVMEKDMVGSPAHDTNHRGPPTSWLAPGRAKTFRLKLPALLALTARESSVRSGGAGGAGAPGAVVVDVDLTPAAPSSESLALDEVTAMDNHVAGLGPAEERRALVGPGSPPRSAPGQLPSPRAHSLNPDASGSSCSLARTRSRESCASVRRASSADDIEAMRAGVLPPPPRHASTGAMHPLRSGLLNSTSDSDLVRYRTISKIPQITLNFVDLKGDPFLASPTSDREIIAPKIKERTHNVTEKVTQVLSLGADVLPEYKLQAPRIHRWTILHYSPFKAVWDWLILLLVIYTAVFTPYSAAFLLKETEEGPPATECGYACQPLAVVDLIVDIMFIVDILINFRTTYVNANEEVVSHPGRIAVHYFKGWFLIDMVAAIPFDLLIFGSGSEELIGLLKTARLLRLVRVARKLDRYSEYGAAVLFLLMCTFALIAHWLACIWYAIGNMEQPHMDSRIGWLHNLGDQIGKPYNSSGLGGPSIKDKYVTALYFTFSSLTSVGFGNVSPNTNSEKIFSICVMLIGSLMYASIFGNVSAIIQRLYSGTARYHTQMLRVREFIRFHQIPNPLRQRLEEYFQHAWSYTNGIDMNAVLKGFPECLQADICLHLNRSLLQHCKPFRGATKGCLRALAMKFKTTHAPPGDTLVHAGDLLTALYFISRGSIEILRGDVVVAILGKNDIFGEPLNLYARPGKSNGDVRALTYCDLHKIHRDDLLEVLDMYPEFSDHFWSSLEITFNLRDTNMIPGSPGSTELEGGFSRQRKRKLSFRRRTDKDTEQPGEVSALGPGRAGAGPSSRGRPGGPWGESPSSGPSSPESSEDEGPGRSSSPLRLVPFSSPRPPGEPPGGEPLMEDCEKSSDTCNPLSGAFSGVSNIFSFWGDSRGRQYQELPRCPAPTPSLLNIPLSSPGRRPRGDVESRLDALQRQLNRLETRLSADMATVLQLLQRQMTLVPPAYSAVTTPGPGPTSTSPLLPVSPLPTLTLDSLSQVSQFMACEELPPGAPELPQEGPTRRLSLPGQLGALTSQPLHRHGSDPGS
#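 U2OS cells were transduced with wild-type KCNH2 virus (2.03 x 10^8 / mL) for 4 h at room temperature, then cultured overnight at 37 C. Thallium flux was read with FluxOr dye. Rate constants were normalized to DMSO controls.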
# MBNL1-CUG inh = blocks human MBNL1 binding to CUG repeat RNA. Q9NR56. TR-FRET MBNL1-His/biotin-(CUG)12 binding, 665/545 ratio. Potency, µM (titrated, usually from 57.5 µM), without a hit: at the highest dose activity change, negative = inhibition, usual class: inhibitors. actives 0.036% (n = 280,000); active = well fitted inhibition curve with a large enough effect in the signal ratio, with a control signal flat, not every such curve was filed as active; inconclusive = small, poorly fitted or top-dose-only effect, or effect the other way, or a change in a side signal; inactive = no such curve, though single readings can be large or run the other way; the % refers to the signal ratio; note: potency is the fitted concentration of half-maximal effect; % is set by controls: 0 for no effect and ±100 for the full control effect
#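 TR-FRET between His-tagged MBNL1 and biotin-(CUG)12 RNA, detected with Tb anti-His antibody (0.055 ng/ul) and streptavidin-XL665 (5 nM), 60 min at room temperature. Compounds titrated 92 nM to 58 uM; 665/545 nm ratio normalized to buffer and complex controls.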
# PKM2 act = PKM2 (human) enzyme activation | purified PKM2, Kinase-Glo ATP luminescence, activation; response scale: 0% is enzyme alone, no compound | Potency, µM (series often up to 57.5 µM), inactives show top-dose activation, usual class: activators | actives 0.34% (n = 260,000); note: potency is the fitted concentration of half-maximal effect; % is set by controls: 0 for no effect and ±100 for the full control effect; nearly all actives have a fitted effect of over 55% in size
#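 Purified hPK-M2 (>95% pure) converted ADP (0.1 mM final) to ATP with 0.5 mM PEP in 50 mM imidazole pH7.2, KCl, MgCl2, Tween 20, BSA; 1 h at room temperature. ATP detected by Kinase-Glo luminescence.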
# Eya2 inh = Eya2 (human) phosphatase inhibition. O00167. recombinant Eya2, OMFP fluorescence dephosphorylation (OMFP is methylfluorescein phosphate). Potency, µM (series often up to 76.9 µM), for inactives: at the top dose activity, negative = inhibition, usual class: inhibitors. actives 0.006% (n = 330,000). AID 488837; note: potency is the fitted concentration of half-maximal effect; % is set by controls: 0 for no effect and ±100 for the full control effect
#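 Eya2 protein (added as 0.2 uM solution) was preincubated with compound for 10 min at ambient temperature in 50 mM HEPES pH 7.5, 50 mM NaCl, 5 uM MgCl2, 0.05% BSA, 1 mM DTT. OMFP (added at 50 uM) then reacted 10 min; fluorescence read at 485/525 nm.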
# ASM inhibitor = human S-ASM enzyme inhibition; actives 0.006% (n = 340,000); Potency, µM (titrated, usually from 57.5 µM), for inactives: at the top dose activity change, negative = inhibition, actives largely listed as inhibitors; placental ASM, HMU-PC fluorogenic substrate, 60 min; AID 504937; P17405; note: potency is the fitted concentration of half-maximal effect
#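 qHTS format. ASM enzyme prepared from human placenta hydrolyses the fluorogenic substrate HMU-PC0 (9 uM final) over 60 min at 37 °C after a 10 min compound preincubation.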
# GALK inh = blocks human galactokinase activity. Potency, µM (series often up to 57.5 µM), for the others: at the top dose activity change, negative = inhibition, actives largely listed as inhibitors. Purified GALK, Kinase-Glo residual ATP luminescence. P51570. actives 0.007% (n = 270,000); note: potency is the fitted concentration of half-maximal effect; % is set by controls: 0 for no effect and ±100 for the full control effect
#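 5 nM enzyme, 35 uM ATP, 100 uM galactose, 20 mM HEPES pH8.0, 5 mM MgCl2; 1 h RT; residual ATP by Kinase-Glo Plus luminescence, qHTS format.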
# USP2a block = USP2a (human) protease inhibition | AID 463254 | O75604 | Potency, µM (doses to about 38.3 µM), for inactives: at the highest dose activity change, negative = inhibition, usual class: inhibitors | USP2 core, Ub-CHOP2 coupled fluorogenic reporter, 485/531 | actives 0.01% (n = 330,000);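 note: potency is the fitted concentration of half-maximal effect; plate controls were DMSO wells for no effect and full inhibition by NEM control for full effect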
#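 USP2 core (10nM final) preincubated 30min RT with compound in 20mM Tris-HCl pH 8.0, 2mM CaCl2, 2mM beta-mercaptoethanol, 0.05% CHAPS; 25nM Ub-CHOP2 plus 25nM reporter substrate added, fluorescence (Ex485/Em531) read after 60min.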
# * = called active by the depositor; ? = inconclusive; · = not tested or not shown; [ ] = remark or other dose. Unless noted, calls come from the whole dose curve; as a rule, active = well fitted curve in the direction sought with a large enough effect; inconclusive = small, poorly fitted or top-dose-only effect, or another doubt; inactive = no such curve, though single readings can be large; an effect the other way counts as inactive or inconclusive. An excerpt, so the mix of outcomes need not match the whole.
SMILES,TSHR antag,Mito fusion act,Menin-MLL TR inh,BCR signal inh,hERG WT inh,MBNL1-CUG inh,PKM2 act,Eya2 inh,ASM inhibitor,GALK inh,USP2a block
CCn1ncc(NC(=S)NCCc2ccc(OC)c(OC)c2)c1C(N)=O,6,-1%,-1%,-1%,1,-4%,3%,-6%,6%,-1%,0%
CN1C(=O)NC(c2ccc(C(F)(F)F)cc2)C2=C1CC(C)(C)CC2=O (stereo not drawn),15,-7%,?,0%,2,-9%,·,-3%,-1%,-8%,3%
N/C(=N\OC(=O)c1cccc(Br)c1)c1ccccc1,5,-3%,24%,?,-5,2%,-11%,-3%,-2%,3%,3%
Cn1cc(Br)c(C(=O)NN2C(=O)C3C4C=CC(C5CC45)C3C2=O)n1 (stereo not drawn),-8,3%,-3%,-12%,-20,2%,-6%,3%,3%,8%,4%
CCC(C)NC(=O)c1ccc(N2CC3CC(C2)c2cccc(=O)n2C3)c(NC(=O)c2ccc(Br)o2)c1 (stereo not drawn),2,2%,1%,1%,2,-8%,9%,8%,-1%,15%,1%
CC(CCc1ccccc1)NC(=O)C(Cc1ccccc1)NC(N)=O (stereo not drawn),6,7%,-12%,2%,-6,-7%,-1%,5%,7%,-1%,1%
COC(=O)C1CCN(C(c2cccs2)c2sc3nc(C)nn3c2O)CC1 (stereo not drawn),2,0%,1%,?,16,22%,3%,11%,2%,1%,4%
O=C1CC(NS(=O)(=O)c2cc(F)ccc2F)CN1c1cccc(F)c1 (stereo not drawn),4,-5%,·,-5%,16,·,·,-1%,-4%,·,0%
O=C(Oc1ccccc1)Oc1ccc2c(c1)oc(=O)c1ccccc12,6,-4%,-2%,?,5,?,8%,-2%,-1%,3%,8%
CCOC(=O)C1CCCN(S(=O)(=O)c2ccc3c(c2)CC(C)N3C(=O)C2CC2)C1 (stereo not drawn),6,12%,-6%,5%,-3,1%,3%[0.46 µM],7%,5%,6%,1%
COc1cc(CN2CCC(C(=O)N3CCN(c4ccccc4F)CC3)CC2)cc(OC)c1OC,-2,-2%,-6%,?,3,-13%,0%,19%,0%,2%,5%
O=C(NC1CC2CCCC(C1)N2C(=O)Nc1ccccc1)c1ccncc1 (stereo not drawn),6,1%,-9%,?,-2,-5%,2%,11%,-1%,-2%,3%
COc1cc(-c2nn3c(COc4ccccc4)nnc3s2)cc(OC)c1OC,-11,2%,2%,?,2,9%,13%,4%,-1%,6%,0%
Cc1cccc(NC(=O)CCNS(=O)(=O)c2cccc3nonc23)c1,18,8%,3%,-22%,-10,?,7%,-1%,-1%,0%,0%
O=[N+]([O-])c1ccccc1S(=O)(=O)Nc1cccc(S(=O)(=O)N2CCCC2)c1,·,·,·,4%,2,·,·,0%,1%,·,5%
CCn1ccc(C(=O)Nc2sc3c(c2C(=O)OC)CCC3)n1,-8,-4%,·,?,2,-7%,·,-12%,14%,-3%,-1%
CCS(=O)(=O)N1CCCC(C(=O)NCCCOC(C)C)C1 (stereo not drawn),6,3%,0%,7%,10,-12%,-4%,17%,-5%,2%,1%
O=C(Nc1ccc(C(=O)N2CCC(N3CCCC3)CC2)cc1)c1ccc(Br)o1,-5,-5%,·,3%,2,·,·,12%,7%,·,1%
CCOc1ccccc1Nc1ccc(C(=O)O)cc1N,-11,7%,-4%,1%,-2,13%,·,-11%,12%,2%,-2%
Cc1ccc(C)c(OCC(=O)O/N=C(\N)c2ccccn2)c1,3,-1%,-3%,-12%,11,3%,0%,5%,-1%,2%,3%
CCOC(=O)c1cc2sc(C)cc2n1CC(=O)NCCc1ccccc1,-8,-1%,-14%,?,2,112%[activator],-3%,38%,-1%,-3%,-3%
Cc1ccccc1CSc1nccn1-c1ccccc1,6,-9%,-16%,16%,-6,-1%,8%,5%,3%,6%,-2%
C/C(=N\NC(=O)c1ccc(Cn2cc(Br)cn2)o1)c1cccc(NC(=O)C(C)(C)C)c1,2,-33%[inhibitor],-7%,?,6,10%[11.5 µM],-2%,5%,0%,·,2%
O=C(CSCc1ccc(Br)cc1)N1CCCC1,-2,-2%,-12%,5%,1,-2%,4%,4%,6%,-1%,-1%
CCCNC(=O)COC(=O)CCC(=O)c1ccc(F)cc1,9,-3%,0%,16%,3,-2%,-11%,21%,5%,0%,0%

# Copied from above for reference:
SMILES,TSHR antag,Mito fusion act,Menin-MLL TR inh,BCR signal inh,hERG WT inh,MBNL1-CUG inh,PKM2 act,Eya2 inh,ASM inhibitor,GALK inh,USP2a block
O=C(Oc1ccccc1)Oc1ccc2c(c1)oc(=O)c1ccccc12,6,-4%,-2%,?,5,?,8%,-2%,-1%,3%,8%
CCOC(=O)C1CCCN(S(=O)(=O)c2ccc3c(c2)CC(C)N3C(=O)C2CC2)C1 (stereo not drawn),6,12%,-6%,5%,-3,1%,3%[0.46 µM],7%,5%,6%,1%
COc1cc(CN2CCC(C(=O)N3CCN(c4ccccc4F)CC3)CC2)cc(OC)c1OC,-2,-2%,-6%,?,3,-13%,0%,19%,0%,2%,5%
O=C(NC1CC2CCCC(C1)N2C(=O)Nc1ccccc1)c1ccncc1 (stereo not drawn),6,1%,-9%,?,-2,-5%,2%,11%,-1%,-2%,3%
COc1cc(-c2nn3c(COc4ccccc4)nnc3s2)cc(OC)c1OC,-11,2%,2%,?,2,9%,13%,4%,-1%,6%,0%
Cc1cccc(NC(=O)CCNS(=O)(=O)c2cccc3nonc23)c1,18,8%,3%,-22%,-10,?,7%,-1%,-1%,0%,0%
O=[N+]([O-])c1ccccc1S(=O)(=O)Nc1cccc(S(=O)(=O)N2CCCC2)c1,·,·,·,4%,2,·,·,0%,1%,·,5%
CCn1ccc(C(=O)Nc2sc3c(c2C(=O)OC)CCC3)n1,-8,-4%,·,?,2,-7%,·,-12%,14%,-3%,-1%
CCS(=O)(=O)N1CCCC(C(=O)NCCCOC(C)C)C1 (stereo not drawn),6,3%,0%,7%,10,-12%,-4%,17%,-5%,2%,1%

# Next compounds
SMILES,TSHR antag,Mito fusion act,Menin-MLL TR inh,BCR signal inh,hERG WT inh,MBNL1-CUG inh,PKM2 act,Eya2 inh,ASM inhibitor,GALK inh,USP2a block
O=S(=O)(c1ccccc1)c1nc(-c2ccccc2)oc1NCCCN1CCOCC1,4,1%,-7%,-3%,7,5%,-3%,-1%,2%,3%,1%
CCCCCn1cnnc1SCC(=O)c1c(N)n(C2CC2)c(=O)[nH]c1=O,12,-4%,·,-5%,-32,·,·,-1%,-1%,·,1%
O=[N+]([O-])c1ccc(Cl)c(S(=O)(=O)n2ccnc2)c1,1,-1%,·,?,-14,?,-1%,15%,-3%,4%,5%
Cc1ccc(C(=O)Nc2cccc(C(=O)N/N=C/c3ccc(F)cc3)c2)cc1,0,-7%,?,3%,2,-5%,1%,0%,-4%,-2%,0%
CC(C)C(NC(=O)C(NC(=O)C1OC2OC(C)(C)OC2C2OC(C)(C)OC12)C(C)C)C(=O)O (stereo not drawn),13,0%,15%,0%,-9,1%,-8%,-7%,0%,5%,-5%
O=C(C(c1ccccc1)c1ccccc1)N1CCN(CCN2C(=O)c3cccc4cccc(c34)C2=O)CC1,-18,?,-3%,?,-21,?,-2%,-21%,-8%,0%,-8%
Cc1cc(C)nc(SCC(=O)c2ccc(F)cc2)n1,-8,3%,2%,-10%,-10,-2%,1%[11.5 µM],8%,0%,-4%,-4%
